MKP-3 inhibition: inhibition of rat DUSP6 enzyme activity – biochemical, in vitro, primary screen (AID 425); recombinant MKP-3 phosphatase activity, fluorescence; higher % means a stronger effect; 0.17% of 110,000 active; inhibition, % at 20 µM, or IC50 in µM where a hit was titrated; in the data active means inhibition above about 50%;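 further: plate controls were vehicle for no effect and reference inhibitor for full effect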
Hsp70 displacement: Hsp70 inhibitors, probe displacement, primary screen, biochemical, fluorescence polarization (AID 583) | Hsp70 fluorescence polarization probe displacement, mP; higher % means a stronger effect | displacement, % at 20 µM, or IC50 in µM where a hit was titrated | 0.06% of 140,000 active; in the data active means displacement above about 50%;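 further: plate controls were vehicle for no effect and reference ligand for full effect; a part of the inactive calls stands beside numbers as strong as those of hits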
* hit, by the source's call; / = no result given; & = joins results of further samples. Only part of the results is shown, so the mix of outcomes need not match the whole.

The opening six compounds, ahead of the listing:
SMILES	MKP-3 inhibition	Hsp70 displacement
COC(=O)c1cc(C(=O)OC)cc(N2C(=O)CC(N3CCN(c4ccccc4)CC3)C2=O)c1 (centres undefined)	2.7%	0.6%
Cc1nn(-c2ccc(F)cc2)c2sc(C(=O)OC3CCOC3=O)cc12 (centres undefined)	-15.2%	1.8%
COCCN1C(=O)C(O)=C(C(C)=O)C1c1ccc(OC)c(OC)c1 (centres undefined)	1.2%	3.9%
CON(c1nc(N(C)C)nc(N(C)C)n1)S(=O)(=O)c1ccccc1Cl	/	1.5%
CC1=CC(C)(C)N(C(=O)C(C)N2C(=O)c3ccccc3C2=O)c2cc(C)c(C)cc21 (centres undefined)	-6.6%	1.1%
CC1Cc2ccccc2N1CC(=O)NC(=O)NCc1ccco1 (centres undefined)	6.8%	3.4%

The list itself (from the top)
SMILES	MKP-3 inhibition	Hsp70 displacement
COC(=O)c1cc(C(=O)OC)cc(N2C(=O)CC(N3CCN(c4ccccc4)CC3)C2=O)c1 (centres undefined)	2.7%	0.6%
Cc1nn(-c2ccc(F)cc2)c2sc(C(=O)OC3CCOC3=O)cc12 (centres undefined)	-15.2%	1.8%
COCCN1C(=O)C(O)=C(C(C)=O)C1c1ccc(OC)c(OC)c1 (centres undefined)	1.2%	3.9%
CON(c1nc(N(C)C)nc(N(C)C)n1)S(=O)(=O)c1ccccc1Cl	/	1.5%
CC1=CC(C)(C)N(C(=O)C(C)N2C(=O)c3ccccc3C2=O)c2cc(C)c(C)cc21 (centres undefined)	-6.6%	1.1%
CC1Cc2ccccc2N1CC(=O)NC(=O)NCc1ccco1 (centres undefined)	6.8%	3.4%
CC(=O)c1ccc(Oc2cc(-c3ccccc3)nc(-c3ccccc3)n2)cc1	-1.9%	-0.5%
CCOC(=O)c1ccc(NC(=O)c2cc(S(=O)(=O)N3CCOCC3)ccc2O)cc1	-3.0%	3.9%
Cc1c(NC(=O)c2ccc3c(c2)OCO3)cccc1-c1nc2ncccc2o1	-3.5%	1.8%
C=CCn1c(C)cc(C(=O)CSc2nc3ccccc3c(=O)[nH]2)c1C	-11.7%	-12.1%
CC(Sc1nncn1C)C(=O)Nc1ccccc1-c1ccccc1 (centres undefined)	-2.2%	0.1%
O=C(Nc1ccc(F)c(Cl)c1)C1CC2CCC1C2 (centres undefined)	0.9%	4.3%
COC(=O)C1CCN(C(c2cc(OC)c(OC)c(OC)c2)c2sc3nc(C)nn3c2O)CC1 (centres undefined)	-9.9%	3.5%
CCCS(=O)(=O)N1CCCC(C(=O)NCCCN2CCN(c3ccccc3F)CC2)C1 (centres undefined)	-8.8%	-6.1%
Cc1cc(C)n(C(=O)c2cc(F)c(F)cc2Cl)n1	4.3%	0.4%
CC1(C)Cc2ccccc2/C(=C(\C#N)C(=O)Nc2cccc([N+](=O)[O-])c2)N1	-0.3%	5.9%
Oc1ccccc1/C=N/c1nc2ccccc2n1Cc1ccc(Cl)cc1	1.3%	1.3%
O=C(c1cnn(-c2nc3ccccc3s2)c1)c1ccccc1O	3.4%	-2.3%
COc1ccccc1N1CCN(C(=O)CSc2nnc(-c3ccoc3C)o2)CC1	1.6%	3.5%
CCOP(=O)(OCC)C(c1ccco1)N(C)C(=O)C1CC1 (centres undefined)	2.4%	-0.1%
CCCSc1nc(N)c2c3c(sc2n1)CN(C)CC3	4.2%	0.7%
Cc1ccc(S(=O)(=O)N/N=C/c2ccc(OS(=O)(=O)c3cccc([N+](=O)[O-])c3)cc2)cc1	5.7%	-6.8%
COC(=O)Nc1ccc(S(=O)(=O)N2CCN(C)CC2)cc1	-15.5%&0.4%	2.9%&-2.1%
N#CCNC1CC(=O)N(c2ccc(Br)cc2)C1=O (centres undefined)	3.0%	3.7%
COc1cc(/C=C2/SC(=S)N(CC(=O)Nc3cccc(C(=O)O)c3)C2=O)cc(OC)c1OC	1.9%	3.8%
CCC1S/C(=N/N=C(/C)c2ccc(Br)cc2)NC1=O (centres undefined)	3.2%	-2.1%
CC(C)NC(=O)COc1ccc(Cl)cc1Cl	/	-0.9%
CN(C)S(=O)(=O)NCCCNc1ccc([N+](=O)[O-])cc1	3.1%	-3.4%
Cc1ccc(OCCSc2cc(C)nc(N)n2)cc1	3.5%	3.6%
O=C(NCCN1CCCCCC1)C1CCC(CNS(=O)(=O)c2cccc3cccnc23)CC1 (centres undefined)	-3.3%	3.9%
Cc1ccc(S(=O)(=O)N(CC(=O)Nc2ccccc2C)Cc2ccccc2)cc1	-0.5%	-1.3%
COc1ccc(S(=O)(=O)Nc2ccc(C)cc2Br)cc1	6.1%	1.1%
Clc1cccc(Cl)c1Cn1cc(Br)cn1	/	2.3%
O=C(NC1CCS(=O)(=O)C1)c1ccccc1C(=O)c1ccccc1 (centres undefined)	-5.0%	-2.3%
O=S(=O)(c1ccc(C2=CSC3=NCCN23)cc1)N1CCOCC1	6.6%	4.2%
O=C1c2ccccc2OCOc2ccccc21	-5.8%	-3.7%
C=CCn1c(O)c(C2=c3ccccc3=NC2=O)s/c1=N\S(=O)(=O)c1ccc([N+](=O)[O-])cc1	0.0%	-0.4%
O=C(N/N=C/c1cccs1)C(=O)Nc1ccc(Br)cc1	-0.9%	-0.1%
Cc1cccc(NC(=O)c2ccc(OC3CSC3)cc2)c1	-3.1%	0.5%
O=C(COc1ccc2ccccc2c1)Nc1ccc(S(=O)(=O)N2CCCCCC2)cc1	1.4%	-2.3%&-2.4%
COc1ccccc1-n1c(=O)[nH]c2c(C(N)=O)nc(CC(C)C)nc21	-4.4%	1.7%
COc1cc2c(cc1NC(=O)c1ccco1)CCCC2	2.7%	/
COc1ccc2c(=O)cc(C(F)(F)C(F)F)oc2c1	5.3%	0.0%
CCC(NC(=O)Nc1nccs1)(C(F)(F)F)C(F)(F)F	-7.1%	2.7%
CCN(CC)CCN1C(=O)C(O)=C(C(=O)/C=C/c2ccccc2)C1c1ccc(OC)c(OC)c1 (centres undefined)	2.1%	1.2%
COc1cccc(C2(c3cccc(OC)c3)CC2C(=O)NCc2ccccc2)c1 (centres undefined)	5.2%	-4.4%
CCCCn1c(-c2ccoc2C)n[nH]c1=S	/	-5.6%
C=CCc1cc(C(=O)N2CCCCC2)ccc1O	-8.8%	-2.1%
CCOC(=O)N1CCN(C(=O)c2sc3nc(-c4ccc(F)cc4)cn3c2C)CC1	-12.9%	-1.6%
Cc1ccc(S(=O)(=O)NC(=O)NCCc2ccccc2)cc1	-2.5%	-1.5%
CC(=O)N(CCN(C(C)=O)c1ccccc1C)c1ccccc1C	9.4%	-1.1%
COc1ccc(-c2nc(C#N)c(NCC3CCCO3)o2)cc1OC (centres undefined)	-1.7%	-0.2%
CCc1nc2c(sc3nc(N4CCOCC4)c4c(c32)CC(C)(C)OC4)c(=O)o1	-2.6%	0.7%
COc1ccccc1CNC(=O)CCn1c(=O)oc2ccccc21	-5.5%	-2.5%
COc1ccc(C(O)(C(=O)NCc2ccccc2)c2ccc(OC)cc2)cc1	3.7%	0.1%
CCOC(=O)C1CCN(c2c(NC3CCCCCCC3)c(=O)c2=O)CC1	-2.1%	4.8%
CCOC(=O)c1ccc(N2NC(=O)/C(=C/c3ccc4c(c3)OCO4)C2=O)cc1	-0.5%	3.8%
c1csc(-c2nc3c4ccccc4c4ccccc4c3[nH]2)c1	/	-4.8%
O=C(CSc1nnc(-c2ccccc2Br)o1)N1CCc2ccccc2C1	-6.3%	3.8%
Cc1ccc(NC(=O)Cn2cccc2)c(Br)c1	5.5%	2.1%

Next part.
SMILES	MKP-3 inhibition	Hsp70 displacement
C[C@H](N)c1nnc(SCc2c(Cl)cccc2Cl)o1	/	0.3%
COc1cc(/C=C2\C(=O)N(CCC#N)N=C2C)c(Br)cc1OC(C)C	/	-0.3%
COC(=O)C1C(=O)C2=C(CC1C)NC(C)=C(C(=O)OCc1ccc(OC)cc1)C2c1ccc(C)o1 (centres undefined)	-10.8%	0.9%
CCCN(CCC)C(=O)c1c(NC(=O)c2cccs2)sc2c1CCCCC2	-2.9%	-2.5%
Cc1ccc(CN(C)CCc2ccccn2)cc1	2.8%	5.5%
CCOc1ccc(S(=O)(=O)N2CCN(c3ccccc3F)CC2)c2cccnc12	/	-1.1%
Cc1ccc(Nc2nc(N)nc(CN3CCN(Cc4ccc5c(c4)OCO5)CC3)n2)c(C)c1	-4.6%	-1.4%
C=CCNC(=S)Nc1sc(C)c(C)c1C(=O)OCC	2.8%	-2.0%
Cc1nn2c(C(F)(F)F)cc(-c3ccc(Cl)cc3)nc2c1C(N)=O	2.0%	0.9%
CCc1nc2ccccc2c(NC(=O)CNC(C)(C)CC(C)(C)C)c1C	5.1%	2.3%
Cc1cc(NC(=O)C2CC(=O)OC2c2ccccc2)no1 (centres undefined)	8.0%	0.9%
N#Cc1c2c(c(NCc3cccnc3)n3c1nc1ccccc13)CCC2	/	-3.6%

An excerpt of these results, with two lines to a compound.
Fields: MKP-3 inhibition | Hsp70 displacement
- O=C(NC1CCS(=O)(=O)C1)c1ccccc1C(=O)c1ccccc1 (centres undefined)
 : -5.0% | -2.3%
- CC1(C)Cc2ccccc2/C(=C(\C#N)C(=O)Nc2cccc([N+](=O)[O-])c2)N1
 : -0.3% | 5.9%
- CCC(NC(=O)Nc1nccs1)(C(F)(F)F)C(F)(F)F
 : -7.1% | 2.7%

Continued:
SMILES	MKP-3 inhibition	Hsp70 displacement
NNC(=O)CCS(=O)(=O)c1ccc2ccccc2c1	/	-0.3%
COc1ccc(-c2nc(C#N)c(N3CCN(c4ccccc4)CC3)o2)cc1	-2.1%	-6.8%
O=C(Cc1c(C(=O)O)[nH]c2ccccc12)NCCN1CCN(c2ccccc2F)CC1	1.8%	1.4%
COc1ccc(-c2c(C)n([O-])c3c([n+]2=O)CCC3)cc1OC	0.0%	5.0%
CCOCCCNC(=O)c1[nH]c(C)c(C(C)=O)c1C	2.0%	5.5%
COc1cc(OC)c2c(N)c(C#N)c(C(F)(F)C(F)(F)F)nc2c1	/	2.5%
CCc1ccc(OCCCOc2ccc(C=O)cc2)cc1	/	-3.3%
Cc1ccc(OCC(=O)NNC(=O)Cc2ccc(Cl)cc2)c(C)c1	-1.0%	-1.8%
CCc1ccc(N2CC(C(=O)Nc3ccc(Cl)c(Cl)c3)CC2=O)cc1 (centres undefined)	-1.0%	/
c1ccc(CCNc2nc3ccccc3s2)cc1	/	3.8%
COc1ccc(Oc2c(C)oc3c(CN4CCOCC4)c(O)ccc3c2=O)cc1	/	5.5%
O=C(Nc1ccc(F)cc1F)N1CCCCC1c1cccnc1 (centres undefined)	-1.7%	1.6%
O=C(N/N=C\c1c(O)ccc2ccccc12)c1cccc2cc[nH]c12	6.3%	-11.3%
O=C(O)c1cccc(N2C(=O)c3cc4ccccc4c(-c4ccccc4)c3C2=O)c1	-0.1%	0.6%
COc1ccc2c(c1)C(=NN)c1cc(OC)ccc1-2	/	-1.0%
N#Cc1cc(N=Cc2cccc(C=Nc3ccc(N)c(C#N)c3)c2)ccc1N	-4.2%	-2.0%
COCCOC(=O)C1=C(C)NC2=C(C(=O)CC(C)(C)C2)C1c1cccc(F)c1 (centres undefined)	-1.1%	0.4%
COc1cc(/C=C2\SC(=Nc3cccc(Cl)c3C)NC2=O)ccc1O	4.1%	-1.4%
Cc1ccc(C(C)C)c(OCc2ccc(-c3nnco3)cc2)c1	5.3%	2.8%
CN1C(=O)/C(=C2/SC(=S)N(CCC(=O)O)C2=O)c2cc(Br)ccc21	8.0%	7.9%
O=C(O)C1C2CC=CC2c2cc(Oc3ccccc3)cc3c2N1CC1CC=CC31 (centres undefined)	16.4%	7.2%
CCOC(=O)C(C)CC(C)C(=O)N1CCOCCN(C(=O)C(C)CC(C)C(=O)OCC)CCOCC1 (centres undefined)	/	-0.8%
COc1cc(NC(=O)c2cc3nc(C)cc(C)n3n2)c(OC)cc1Cl	-4.9%	8.2%
CCC(C)(C(=O)NC1CCCCC1)N(C(=O)C1CCC(=O)N1)c1ccccc1 (centres undefined)	/	0.3%
COc1cc(Cl)c(C)cc1NC(=O)COc1cc(C)nc(C(C)C)n1	-1.7%	-1.1%
COc1ccc(N(CC(=O)NCc2ccccc2OC)S(=O)(=O)c2ccccc2)c(OC)c1	-0.7%	-4.5%
COc1cc(/C=C(\C#N)c2nc3ccccc3[nH]2)cc(Cl)c1O	23.6%	-64.2%
CC(/C=C/c1ccc2ccccc2c1)=C\C(=O)O	0.2%	-3.5%
Cc1ccc(N2CC(C(=O)Nc3cccc(Cl)c3)CC2=O)cc1 (centres undefined)	2.1%	-0.4%
O=C(NCCc1ccccc1)c1cnn2c(C(F)F)cc(C3CC3)nc12	0.9%	1.5%
COc1cccc(NC(=O)c2sc(-c3ccccc3)nc2C)c1	3.1%	7.3%
COc1ccc2[nH]c(=O)c(C(c3nnnn3C3CCCC3)N(C)C3CCCCC3)cc2c1 (centres undefined)	-8.0%	-0.3%
CC(=NCCN1CCNCC1)C1=C(O)CC(C)(C)CC1=O	-0.1%&0.8%	1.8%&2.6%
C/C(=N/N1CCN(Cc2ccccc2Cl)CC1)c1cccc([N+](=O)[O-])c1	2.4%	3.9%
CC(c1cccnc1)N(C(=O)Nc1ccccc1)C1CCCCC1 (centres undefined)	-1.2%	-1.0%
Cc1ccc(N=Cc2cc(Br)ccc2O)cc1F	-0.5%	4.1%
Cc1cccn2c(=O)c3cc(C#N)c(=N)n(CCCN4CCOCC4)c3nc12	/	5.1%
COc1ccc(C2CC(=O)C3=C(C2)Nc2ccccc2NC3c2c(F)cccc2Cl)cc1 (centres undefined)	0.5%	-2.0%
O=C(O)CSCCc1ccccn1	-0.6%	3.3%
Cc1ccc(NC(=O)Nc2ccc(F)cc2)nc1	5.0%	1.7%
Cc1cccc(Nc2nnc(-c3ccc(C(=O)NCCO)cc3)c3ccccc23)c1	2.3%	-0.2%
CC12c3ccccc3C(c3ccccc31)C1C(=O)N(Cc3cccnc3)C(=O)C12 (centres undefined)	3.7%	-0.4%
COc1ccccc1/C=C1/SC(=S)N(CCC(=O)N2c3ccccc3Sc3ccc(Cl)cc32)C1=O	-1.2%	-1.4%

High-throughput results (PubChem)
